HDAC3 inhib: inhibitors of human histone deacetylase 3 | O15379 | 0.15% of 320,000 active | AID 2718 | inhibition, % at 8.3 µM | recombinant HDAC3, fluorogenic peptide/trypsin coupled, fluorescence; in the data active = inhibition above about 26%, passing the limit was not always enough
KCNK9 inh: inhibitors of human KCNK9 two-pore domain potassium channel; HEK293 KCNK9, FluxOR thallium flux fluorescence; active compounds read low; B-score at 10 µM; 1.2% of 310,000 active; AID 488922;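 active = ratio B-score over 3 SD below the library mean, with starting fluorescence within 5 SD of its mean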;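 note: negative B-score means less thallium flux so channel inhibition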
GSK3A inh: blocks human GSK-3 alpha kinase | 0.1% of 320,000 active | ADP-Glo luminescence, 60 min | AID 2650 | inhibition, % at 10 µM;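 in the data active = inhibition above about 50%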;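 note: GST-tagged GSK-3 alpha with peptide substrate and 25 µM ATP; 0% = DMSO neutral wells and 100% = GW8510 positive control wells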
Target sequence (P49840 whole entry, looked up): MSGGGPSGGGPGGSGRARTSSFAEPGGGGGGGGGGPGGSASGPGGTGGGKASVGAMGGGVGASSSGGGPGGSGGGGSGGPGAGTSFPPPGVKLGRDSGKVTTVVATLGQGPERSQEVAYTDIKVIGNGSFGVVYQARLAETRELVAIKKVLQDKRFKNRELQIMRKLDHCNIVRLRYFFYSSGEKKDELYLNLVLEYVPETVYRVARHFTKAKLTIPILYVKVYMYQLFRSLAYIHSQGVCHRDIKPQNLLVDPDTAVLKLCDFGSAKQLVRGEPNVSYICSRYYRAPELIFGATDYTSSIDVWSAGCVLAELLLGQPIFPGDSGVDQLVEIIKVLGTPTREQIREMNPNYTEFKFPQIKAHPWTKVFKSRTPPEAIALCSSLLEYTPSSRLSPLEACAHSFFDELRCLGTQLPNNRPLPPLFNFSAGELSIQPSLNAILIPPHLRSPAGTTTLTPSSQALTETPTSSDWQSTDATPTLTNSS
GSK3B inh: inhibitors of human GSK3beta kinase. GST-GSK3beta kinase, ADP-Glo luminescence, 60 min; active compounds read low. activity score (negative = inhibition), % at 10 µM. 0.038% of 300,000 active. P49841;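 active = more than half of replicate wells score below -50%, meaning over 50% inhibition versus plate controls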;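 note: 0% = median DMSO wells and -100% = median GW8510 positive control wells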
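Test system: GST-tagged human GSK3beta kinase, cell-free; evaluation: activity score scaled between in-plate DMSO and GW8510 controls; measured by: ADP-Glo luminescence; incubation: 60 min reaction, RT; benchmarks: DMSO and 20 µM GW8510; reagent: peptide substrate plus 25 µM ATP (final); medium: Tris/MgCl2 kinase buffer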
Dyrk1A ADPGlo: Dyrk1A (rat) kinase inhibition; AID 504441; inhibition, % at 12.5 µM; 0.43% of 310,000 active; ADP-Glo luminescence, NFATc1 peptide; Q63470; in the data active = inhibition above about 50%;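 note: plate controls were vehicle with enzyme for no effect and no enzyme for full effect; many of its hits are not listed in these tables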
RGS4 pot: RGS4 potentiation or activation | HEK293 M3R/inducible RGS4, carbachol calcium flux Fluo4; active compounds read low | B-score at 10 µM | 0.92% of 310,000 active;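 active = B-score of the integrated calcium signal more than 4 SD below the library mean, with starting fluorescence not abnormally high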;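 note: negative B-score means reduced calcium response which marks RGS4 activation or potentiation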
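Test system: HEK293 cells with stable M3R and inducible RGS4; also added: carbachol at ECmax as muscarinic agonist stimulus; schedule: dye loading 30 min 37 °C, buffer rest 30 min RT; technique: kinetic calcium fluorescence imaging with Fluo4-AM dye, 2 µM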
KCNQ1 act: human KCNQ1 channel potentiation or activation. B-score at 10 µM. 0.35% of 310,000 active. CHO-K1 KCNQ1, thallium flux FluxOR fluorescence; active compounds read high. AID 2648. P51787;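 active = fluorescence ratio B-score, a plate-corrected score, at least three library SD, with initial intensity B-score within 5 SD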
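Material: CHO-K1 cells stably expressing KCNQ1. Medium: assay buffer for compound exposure, DMSO matched across wells. Reagent: K+/Tl+ depolarizing stimulus. Compound dosing: single-concentration screen. Times: 37 °C overnight plating, 90-min dark dye load, 20-min compound pretreatment. Technique: FluxOR Tl+ flux fluorescence.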
KCNQ1 block: blocks the human KCNQ1 potassium channel. CHO-K1 KCNQ1, FluxOR thallium flux fluorescence; active compounds read high. B-score at 10 µM. 1.3% of 310,000 active;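 active = compounds whose thallium flux B-score, printed positive for inhibition, exceeds three library SD while starting fluorescence stays within three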;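 note: channel opened by potassium depolarization with thallium stimulus after 20 min compound exposure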
KCNK3 inh: human KCNK3 channel inhibition, primary screen | 0.84% of 340,000 active | CHO-KCNK3 thallium flux, FluxOR fluorescence; active compounds read low | B-score at 10 µM | O14649;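 active = B-score under library mean minus 4 SD, starting fluorescence ratio at most library mean plus 5 SD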;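 note: more negative B-score means stronger inhibition of thallium flux through KCNK3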
Target sequence (O14649 whole entry, looked up): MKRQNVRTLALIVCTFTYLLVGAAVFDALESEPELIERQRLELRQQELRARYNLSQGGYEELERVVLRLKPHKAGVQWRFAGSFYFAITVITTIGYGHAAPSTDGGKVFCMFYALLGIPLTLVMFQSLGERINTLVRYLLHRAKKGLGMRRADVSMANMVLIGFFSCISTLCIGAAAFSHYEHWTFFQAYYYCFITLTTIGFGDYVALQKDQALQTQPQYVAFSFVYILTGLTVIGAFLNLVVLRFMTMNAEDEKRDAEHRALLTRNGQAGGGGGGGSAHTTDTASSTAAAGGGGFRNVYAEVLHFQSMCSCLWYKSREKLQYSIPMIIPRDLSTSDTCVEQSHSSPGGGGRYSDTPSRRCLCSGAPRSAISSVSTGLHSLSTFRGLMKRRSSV
PolyA inh: inhibitors of polyadenylation in S. cerevisiae; 0.02% of 300,000 active; AID 1875; S. cerevisiae SKY197-pL101 polyadenylation reporter, beta-gal luminescence; efflux-impaired pdr1/pdr3 knockout yeast; score 100 = 6 SD above DMSO; calls only at 12 µM;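 active = lowest replicate activity score at least 50, where 100 means six control SD above control mean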;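 note: yeast exposed to compound for 9 h at 30 °C; higher score means more reporter readthrough which indicates perturbed polyadenylation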
hERG protect: hERG (human) protection from proarrhythmic block. CHO-hERG, FluxOR thallium flux, dofetilide IC70 present. activation (rescue from dofetilide block), less the hit threshold, % at 10 µM. 0.51% of 310,000 active. AID 1511;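 active = activation above the mean of controls blocked by dofetilide plus 5 SD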;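 note: thallium influx through hERG after potassium depolarization seen as dye fluorescence rise; in these data hits start at about 4.7%; inactives centre near -7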
Starred values were filed as active, the others as inactive; i = inactive; / = not tested or not shown.

The first 2 records (preview)
compound	HDAC3 inhib	KCNK9 inh	GSK3A inh	GSK3B inh	Dyrk1A ADPGlo	RGS4 pot	KCNQ1 act	KCNQ1 block	KCNK3 inh	PolyA inh	hERG protect
O=C(CSc1nc2ccccc2s1)NNC(=S)Nc1ccc(Cl)cc1	/	i	/	4	0	i	i	i	i	i	-6
Cc1ccc(C(=O)CSc2nnc(C(C)C)n2C)cc1C	2	i	-3	-3	0	i	i	i	i	i	-9

The listing, previewed entries included:
compound	HDAC3 inhib	KCNK9 inh	GSK3A inh	GSK3B inh	Dyrk1A ADPGlo	RGS4 pot	KCNQ1 act	KCNQ1 block	KCNK3 inh	PolyA inh	hERG protect
O=C(CSc1nc2ccccc2s1)NNC(=S)Nc1ccc(Cl)cc1	/	i	/	4	0	i	i	i	i	i	-6
Cc1ccc(C(=O)CSc2nnc(C(C)C)n2C)cc1C	2	i	-3	-3	0	i	i	i	i	i	-9
CC(C)N=C(NC#N)SCc1ccccc1F	1	i	2	1	-5	i	i	i	i	i	-12
O=C(CCNC(=O)Cn1ccc2ccccc2c1=O)NCCC1=CCCCC1	/	i	-1	5	12	i	i	i	i	i	-13
COc1ccc(NC(=O)C(NC(C)=O)C(=O)NCc2ccc(F)cc2)cc1 (centres undefined)	-3	i	3	4	5	i	i	i	i	i	-8
Cc1nc2c(C)cccn2c1/C(O)=C1\C(=O)C(=O)N(CCN2CCOCC2)C1c1cccs1 (centres undefined)	4	i	/	-2	-1	i	i	i	i	i	-8
N#C/C(=C\c1ccc(-c2ccccc2)o1)C(=O)Nn1cnnc1	-2	i	-2	0	24	i	i	i	i	i	-5
O=C(c1cc(-c2cccc(O)c2)on1)N1CCCCC1	2	i	3	-1	11	i	i	i	i	i	-5
CCc1ccc(NC(=S)N2CCN(c3cccc(C(F)(F)F)c3)CC2)cc1	3	i	-2	0	6	i	i	i	i	i	-10
COc1ccccc1CNC(=O)CS(=O)(=O)c1ccccc1	1	i	0	-4	/	i	i	i	i	i	-8
O=C(NCc1ccc2c(c1)OCO2)c1c(Cl)cccc1Cl	5	i	0	/	-1	i	i	i	i	i	-2
O=C(c1ccccc1)C1C(c2ccccc2)C1[N+](=O)[O-] (centres undefined)	-3	i	-2	1	-6	i	i	i	i	i	-8
COc1cc2c3c([nH]c2cc1F)C(=O)NCC3	-4	i	-3	-1	3	i	i	i	i	i	-1
C#CCNC(=O)C1=C[C@@H](c2ccc3c(c2)OCO3)[C@H](CCCO)[C@@H](OCC)O1	-2	i	1	1	2	i	i	i	i	i	-9
COc1ccc(C2=NN(CC(=O)Nc3cc(C)ccc3C)C(=O)CC2)cc1	-4	i	0	1	-3	i	i	i	i	i	-7
CC(=O)CSc1nc(C(F)(F)F)cc(=O)n1-c1ccccc1	2	i	0	5	-4	i	i	i	i	i	-4
CCCCNC(=S)N/N=C1\CCCCc2ccccc21	-1	i	2	-3	-67	i	i	i	i	i	-11
Cc1cc(C)c(NC(=O)C2=COCCO2)c(C)c1	2	i	-2	5	7	i	i	i	i	i	-8
O=C(NCCS(=O)(=O)N1CCN(c2ccc(F)cc2)CC1)C12CC3CC(CC(C3)C1)C2	-3	i	1	-3	14	i	i	i	i	i	-18
CC(=O)N/N=C/c1cc(C)n(-c2ccc(Br)cc2)c1C	1	i	-2	1	-7	i	i	i	i	i	0
O=C(COc1cccnc1[N+](=O)[O-])NC1CCS(=O)(=O)C1 (centres undefined)	-2	i	-1	-1	7	i	i	i	i	i	-7
Cc1c(C(=O)N2CCCCC2)sc(NC(=O)C23CC4CC(CC(C4)C2)C3)c1C#N	-1	i	3	-1	-3	i	i	i	i	i	-8
COc1ccc(C2CC(c3cccs3)=NN2C(=O)COC(=O)c2cc3ccccc3cc2O)cc1OC (centres undefined)	3	i	-2	-5	-2	i	i	i	i	i	-2
Cc1csc(NC(=O)CCNS(=O)(=O)c2ccc3c(c2)c(=O)n(C)c(=O)n3C)n1	-3	i	-1	2	4	i	i	i	i	i	-4
CCOC(=O)c1sc(C)c2c1NC(c1ccc(Cl)cc1)NC2=O (centres undefined)	1	i	4	6	2	i	i	i	i	i	-5
COC(=O)CCCC1=CC2=C(c3ccccc3)C(=O)C(C)(OC(=O)C3CCCC3)C(=O)C2=CN1C(CO)CO (centres undefined)	1	i	-1	0	2	i	i	i	i	i	-6
CCN1CCN(C(=O)/C(C#N)=C/c2ccc(OC(F)F)cc2)CC1	1	i	-3	6	-4	i	i	i	i	i	-21
Cc1ccccc1-c1noc(CCC(=O)NC2CCCCC2)n1	-4	i	-1	-2	-5	i	i	i	i	i	-6
COc1ccc(N2C(=O)CC(NCc3cccs3)C2=O)cc1 (centres undefined)	-4	i	1	-1	-1	i	i	i	i	i	-14
COc1ccccc1NS(=O)(=O)c1ccc2c(c1)NC(=O)C(C)S2 (centres undefined)	-3	i	1	0	2	i	i	i	i	i	-9
O=C(NC(=S)Nc1ccccc1N1CCCCC1)c1ccc(F)cc1	0	i	1	-3	6	i	i	i	i	i	-5
NC(=O)CSc1nnc(NC(=O)C23CC4CC(CC(C4)C2)C3)s1	-2	i	-3	0	-4	i	i	i	i	i	-8
COc1ccc2cc(C3(C)NC(=O)N(CC(=O)Nc4c(C)n(C)n(-c5ccccc5)c4=O)C3=O)ccc2c1 (centres undefined)	0	i	5	1	-2	i	i	i	i	i	-9
Cc1cc(NC(=O)c2ccc3c(c2)OCO3)ccc1NC(=O)c1ccccc1	-8	i	-1	-7	2	i	i	i	i	i	-8
CN(CCCNC(=O)c1cccc(N2CCCC2=O)c1)c1ccccc1	8	i	-1	-6	9	i	i	i	i	i	-8
CCc1cccc2c(C(=O)CSc3nncn3-c3ccccc3OC)c[nH]c12	2	i	-2	1	10	i	i	i	i	i	-3
Cc1cc(NC(=O)COC(=O)CSc2nc3cc(Cl)ccc3n2Cc2ccccc2)no1	9	i	-4	-2	0	i	i	i	i	i	-2
COc1ccc(CN(CC(=O)NCc2ccco2)C(=O)CNS(=O)(=O)c2ccc(C)cc2)cc1	5	i	-2	-3	-8	i	i	i	i	i	-8
COc1ccc2oc(-c3ccc(NC(=O)c4ccc(N5CCOCC5)c([N+](=O)[O-])c4)cc3)nc2c1	/	i	/	1	6	i	i	i	i	i	-3
Cc1ccc(CC(=S)N2CCOCC2)cc1	-2	i	1	0	-6	i	i	i	i	i	-8
COc1cc(C2NC(=O)NC(C)=C2C(=O)OCC2CCCO2)ccc1O (centres undefined)	7	i	-2	2	-2	i	i	i	i	i	0
Cc1ccc(C(CC(=O)N2CCOCC2)c2ccco2)cc1 (centres undefined)	7	i	2	-1	-8	i	i	i	i	i	-14
Cc1ccc(SC2CCN(C(=O)C3CCC(=O)N(C4CC4)C3)CC2)cc1 (centres undefined)	0	i	-4	-1	-1	i	i	i	i	i	-6
CCOc1cc(OCC)cc(C(=O)NCCCN2CCOCC2)c1	1	i	-2	5	4	i	i	i	i	i	0
CCOc1ccccc1C1C2=C(COC2=O)Nc2cc3c(cc21)OCO3 (centres undefined)	-5	i	-2	-1	/	i	i	i	i	i	-16
COc1ccc(-c2nnc(SCC(=O)c3ccc(C)o3)o2)cc1	/	i	/	2	-3	i	i	i	i	i	-1
COc1ccc(N2CC(C(=O)Nc3nnc(SCC(=O)c4ccccc4)s3)CC2=O)cc1 (centres undefined)	7	i	-2	4	-3	i	i	i	i	i	-4
O=C(Nc1cccc(F)c1)C1CCN(C(=O)Cc2ccccc2)CC1	6	i	-5	0	9	i	i	i	i	i	-8
Cc1cc(C)nc(N/N=C/c2cccc(Cl)c2)n1	1	i	-2	4	5	i	i	i	i	i	-16
O=S(=O)(N1CCCCC1)N1CCNCC1	4	i	-3	0	-3	i	i	i	i	i	-5
Cc1ccc(CNC(=O)C(=O)NCC2CCCN2S(=O)(=O)c2cccs2)cc1 (centres undefined)	3	i	-3	-1	/	i	i	i	i	i	-12
COCCNC(=O)NC(=O)COC(=O)C12CC3CC(CC(NC(C)=O)(C3)C1)C2	1	i	-1	2	-4	i	i	i	i	i	-7
Cc1ccccc1-c1cc2nc(-c3ccc([N+](=O)[O-])cc3)cc(=O)n2[nH]1	0	i	2	-5	-2	i	i	i	i	i	-7
COc1ccc(Cc2nnc(NC(=O)c3ccccc3C)s2)cc1	-2	i	1	1	2	i	i	i	i	i	-6
Cc1ccc(-n2c(SCc3cn4ccsc4n3)nc3ccccc3c2=O)cc1	-1	i	-1	5	5	i	i	7*	i	i	-12
Cc1ccc(-c2nnn(CC(=O)N(c3ccccc3)C(C(=O)NCC3CCCO3)c3ccc(F)cc3)n2)o1 (centres undefined)	6	i	-5	-1	24	i	i	i	i	i	-8
COc1cc(Cn2nnc3ccccc32)cc(Br)c1O	6	i	7	-1	1	i	i	i	i	i	-5
CCOC(=O)Cn1c(C)[n+](C)c2cc(Cl)c(Cl)cc21	0	i	-2	2	2	i	i	i	i	i	-17
Cc1cc(NC(=O)Cc2ccccc2[N+](=O)[O-])no1	2	i	-2	0	/	i	i	i	i	i	-3

Four records drawn at random from those above, as already listed:
compound	HDAC3 inhib	KCNK9 inh	GSK3A inh	GSK3B inh	Dyrk1A ADPGlo	RGS4 pot	KCNQ1 act	KCNQ1 block	KCNK3 inh	PolyA inh	hERG protect
Cc1ccccc1-c1cc2nc(-c3ccc([N+](=O)[O-])cc3)cc(=O)n2[nH]1	0	i	2	-5	-2	i	i	i	i	i	-7
COc1cc(C2NC(=O)NC(C)=C2C(=O)OCC2CCCO2)ccc1O (centres undefined)	7	i	-2	2	-2	i	i	i	i	i	0
Cc1ccc(C(CC(=O)N2CCOCC2)c2ccco2)cc1 (centres undefined)	7	i	2	-1	-8	i	i	i	i	i	-14
CCOc1ccccc1C1C2=C(COC2=O)Nc2cc3c(cc21)OCO3 (centres undefined)	-5	i	-2	-1	/	i	i	i	i	i	-16

Assay outcomes: PubChem, several laboratories

The list is partial; rates above refer to the full screens.
